# GALK inhibitor: galactokinase (human) inhibition; Purified GALK, Kinase-Glo residual ATP luminescence; Potency, µM (highest dose often 57.5 µM), without a hit: at the top dose activity change, negative = inhibition, hits mostly inhibitors; 0.007% of 270,000 active; AID 1868; further: potency means the concentration at half of the fitted maximal effect; on the % scale 0 is the no-effect control and ±100 the full control effect
# Target sequence (P51570 whole entry, looked up): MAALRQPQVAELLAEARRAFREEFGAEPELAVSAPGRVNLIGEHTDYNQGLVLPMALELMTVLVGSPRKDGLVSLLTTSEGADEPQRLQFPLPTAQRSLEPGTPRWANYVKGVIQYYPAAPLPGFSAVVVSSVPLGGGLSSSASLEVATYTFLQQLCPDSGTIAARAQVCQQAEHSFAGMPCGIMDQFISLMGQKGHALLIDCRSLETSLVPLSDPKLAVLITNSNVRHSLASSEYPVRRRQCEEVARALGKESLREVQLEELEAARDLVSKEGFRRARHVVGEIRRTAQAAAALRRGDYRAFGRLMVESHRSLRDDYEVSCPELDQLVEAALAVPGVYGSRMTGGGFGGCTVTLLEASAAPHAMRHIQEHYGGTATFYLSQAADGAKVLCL
#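 ATP-depletion format; final 35 uM ATP, 100 uM D-galactose, 5 nM enzyme; pH 8.0 HEPES/Mg2+ buffer; 60 min RT; luminescence read 10 min after detection reagent.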
# MBNL1 CUG block: inhibitors of human MBNL1 binding to CUG repeat RNA; 0.036% of 280,000 active; AID 2675; Q9NR56; TR-FRET MBNL1-His/biotin-(CUG)12 binding, 665/545 ratio; Potency, µM (titrated, usually from 57.5 µM), for the others: at the highest dose activity change, negative = inhibition, hits mostly inhibitors; active means well fitted inhibition curve with a large enough effect in the signal ratio, with a control signal flat, not every such curve was filed as active; inconclusive means small, poorly fitted or top-dose-only effect, or effect the other way, or a change in a side signal; inactive means no such curve, though single readings can be large or run the other way; the % refers to the signal ratio; further: potency means the concentration at half of the fitted maximal effect; on the % scale 0 is the no-effect control and ±100 the full control effect
# Target sequence (Q9NR56 whole entry, looked up): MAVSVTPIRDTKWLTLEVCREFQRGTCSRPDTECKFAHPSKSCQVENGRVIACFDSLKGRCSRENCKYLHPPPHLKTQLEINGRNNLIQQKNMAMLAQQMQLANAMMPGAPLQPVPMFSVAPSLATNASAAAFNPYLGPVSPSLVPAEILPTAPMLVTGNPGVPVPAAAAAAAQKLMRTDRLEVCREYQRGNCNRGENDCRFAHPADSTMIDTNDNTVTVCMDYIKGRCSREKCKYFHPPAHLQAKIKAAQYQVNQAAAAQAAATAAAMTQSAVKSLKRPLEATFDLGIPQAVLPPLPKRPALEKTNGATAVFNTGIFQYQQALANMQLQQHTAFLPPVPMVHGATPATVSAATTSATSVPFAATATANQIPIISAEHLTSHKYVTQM
#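 MBNL1-His + Biotin-(CUG)12, cpd titration 92 nM–58 uM; Tb anti-His Ab 0.055 ng/ul, SA-XL665 5 nM (final); 60 min RT; ratiometric 665/545 nm, Ex 340 nm; normalized to buffer and full-complex controls.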
# hERG WT inh: blocks the wildtype human KCNH2 potassium channel; Q12809; U2OS, BacMam KCNH2, thallium flux FluxOr; stronger effect = lower value; 0.37% of 340,000 active; activity change, % at 1.84 µM; AID 720551;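 active means maximum activity change below -70%; inconclusive means maximum activity change between -70% and -50%; inactive means maximum activity change above -50%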; further: on the % scale 0 is the no-effect control and ±100 the full control effect
#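 U2OS cells transduced with wild-type KCNH2 virus are loaded with FluxOr dye for 45 min, and thallium flux is measured in kinetic reads before and after stimulation buffer. Rate constants are normalized to DMSO controls.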
# Chronic BCR inh: inhibitors of chronic active B-cell receptor signaling; ABC-DLBCL IkBa-CBG/CBR reporter, luminescence ratio, 4 h; Potency, µM (highest dose often 46.1 µM), without a hit: at the highest dose ratio change, negative = lower green/red ratio, most hits filed as inhibitors; 0.05% of 340,000 active; active means well fitted inhibition curve with a large enough effect in the signal ratio, with a control signal flat, not every such curve was filed as active; inconclusive means small, poorly fitted or top-dose-only effect, or effect the other way, or a change in a side signal; the % refers to the signal ratio;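 further: potency means the concentration at half of the fitted maximal effect; plate controls were basal doxycycline-induced cells for no effect and cells given 10 µM MG132 for full effect; MG132 reads +100%, hits lower the ratio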
#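 Compounds up to 46 uM were incubated four hours with TMD8 cells whose green CBG68 luciferase is fused to IkappaBalpha; red CBR luminescence normalised the signal, and concentration-effect curves were fitted to fusion, red and ratio data.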
# Mito fusion yeast: blocks mitochondrial division or promotes mitochondrial fusion; S. cerevisiae fusion-defective mutant growth rescue, CellTiterGlo 48 h; AID 485298; 0.23% of 320,000 active; Potency, µM (top dose mostly 46.1 µM), for the others: top-dose growth rescue (activation), hits mostly activators;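 further: potency means the concentration at half of the fitted maximal effect; % of control where 0% means no effect; nearly all actives have a fitted effect of over 45% in size; temperature-sensitive fusion mutants such as fzo1-1 at 37 °C on non-fermentable ethanol glycerol medium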
#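 Yeast fusion mutant, YPEG (non-fermentable carbon), compound, 48 h at 37C non-permissive; CellTiterGlo added, 10 min RT, luminescence read. Rescued growth = division inhibition.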
# TSHR antagonist: human thyrotropin receptor antagonism; 0.2% of 330,000 active; activity change, negative = inhibition, % at 11.5 µM; TSHR-expressing cells, TSH-stimulated cAMP HTRF, 2 h; stronger effect = lower value;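 active means activity change below a set negative limit, meaning inhibition stronger than a set level, cut at about -70% in these data; inconclusive means activity change between two set negative limits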; further: on the % scale 0 is the no-effect control and ±100 the full control effect
#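 Competitive HTRF cAMP read-out (cryptate anti-cAMP antibody, cAMP-d2; 30 min, room temperature) in freshly harvested TSHR cells. Compounds added before TSH at EC80 (4nM final), followed by 2 hours' incubation at 37 deg C.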
# Menin-MLL TR inh: inhibitors of human menin-MLL interaction, mutant MLL peptide; Menin + Texas Red MLL mutant peptide, fluorescence polarization; Potency, µM (series often up to 61.6 µM), for inactives: at the highest dose FP activity change, negative = inhibition, usual class: inhibitors; 0.23% of 270,000 active; AID 1768; active means well fitted inhibition curve with a large enough effect in the polarisation, with a control signal flat, not every such curve was filed as active; inconclusive means small, poorly fitted or top-dose-only effect, or effect the other way, or a change in a side signal; inactive means no such curve, though single readings can be large or run the other way; the % refers to the polarisation; further: potency means the concentration at half of the fitted maximal effect; % of control where 0% means no effect; many of its hits are not listed in these tables
# USP2a block: inhibitors of human ubiquitin-specific protease USP2a; 0.01% of 330,000 active; Potency, µM (highest dose often 38.3 µM), for the others: at the highest dose activity change, negative = inhibition, usual class: inhibitors; O75604; USP2 core, Ub-CHOP2 coupled fluorogenic reporter, 485/531; AID 463254;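 further: potency means the concentration at half of the fitted maximal effect; plate controls were DMSO wells for no effect and full inhibition by NEM control for full effect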
#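 Cell-free coupled assay: 10nM USP2 core preincubated 30min RT with compound in Tris-HCl pH 8.0/CaCl2/CHAPS buffer, then 25nM Ub-CHOP2 and 25nM reporter substrate; fluorescence (Ex 485/Em 531) read after 60min RT, normalized to NEM inhibition, concentration-response curves fitted.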
# PKM2 act: PKM2 (human) enzyme activation. P14618. purified PKM2, Kinase-Glo ATP luminescence, activation; response scale: 0% is enzyme alone, no compound. Potency, µM (highest dose often 57.5 µM), for inactives: at the top dose activation, hits mostly activators. 0.34% of 260,000 active; further: potency means the concentration at half of the fitted maximal effect; on the % scale 0 is the no-effect control and ±100 the full control effect; nearly all actives have a fitted effect of over 55% in size
#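 hPK-M2, >95% pure; 0.1 mM ADP / 0.5 mM PEP final; imidazole pH7.2 buffer w/ 7 mM MgCl2, 50 mM KCl; 1 h RT; Kinase-Glo lum. Intermediate enzyme activity for dual inhibitor/activator qHTS.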
# Eya2 phos inh: blocks the phosphatase activity of human Eya2; O00167; recombinant Eya2, OMFP fluorescence dephosphorylation (OMFP is methylfluorescein phosphate); Potency, µM (top dose mostly 76.9 µM), inactives show at the highest dose activity, negative = inhibition, hits mostly inhibitors; 0.006% of 330,000 active; AID 488837; further: potency means the concentration at half of the fitted maximal effect; on the % scale 0 is the no-effect control and ±100 the full control effect
#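 Eya2 (0.2 uM) preincubated 10 min at ambient with compound, then OMFP substrate added at 50 uM; 10 min reaction in 50 mM HEPES pH 7.5, 50 mM NaCl, 5 uM MgCl2, 0.05% BSA, 1 mM DTT. Fluorescence read at Ex 485/Em 525 nm.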
# S-ASM inh: inhibitors of human secretory acid sphingomyelinase; P17405; placental ASM, HMU-PC fluorogenic substrate, 60 min; Potency, µM (doses to about 57.5 µM), for the others: top-dose activity change, negative = inhibition, hits mostly inhibitors; 0.006% of 340,000 active; AID 504937; further: potency means the concentration at half of the fitted maximal effect
#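 Human placenta-derived ASM enzyme was preincubated with compound for 10 minutes at room temperature, then given fluorogenic substrate HMU-PC0 (9 uM final) for 60 minutes at 37 °C; a pH 10 stop preceded fluorescence reading at Ex 386/Em 447 nm.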
# The depositor's hits bear a star; ? = inconclusive; / = not tested or not shown; [ ] = remark or other dose. Unless noted, the call rests on the fitted dose curve; in most records, active means well fitted curve in the direction sought with a large enough effect; inconclusive means small, poorly fitted or top-dose-only effect, or another doubt; inactive means no such curve, though single readings can be large; an effect the other way counts as inactive or inconclusive.
SMILES | GALK inhibitor | MBNL1 CUG block | hERG WT inh | Chronic BCR inh | Mito fusion yeast | TSHR antagonist | Menin-MLL TR inh | USP2a block | PKM2 act | Eya2 phos inh | S-ASM inh
COc1ccc(CCNc2ccc(C(CC(N)=O)NC(=O)Cc3cccc4ccccc34)cc2[N+](=O)[O-])cc1 (configuration not stated) | -1% | 13% | 0 | 0% | -4% | -2 | / | 1% | ? | -9% | -12%
Cc1onc(-c2c(F)cccc2Cl)c1C(=O)Nc1nnc(C(F)(F)F)s1 | -3% | 191%[activator] | 10 | ? | 0% | -34 | / | 1% | 0% | 4% | -1%
COc1ccc(Cl)cc1NC(=O)CN(C)C(=O)c1cc2ccccc2cc1O | / | / | -15 | ? | 7% | 8 | / | 3% | / | 3% | -4%
CN(C(=O)CN1C(=O)c2ccccc2S1(=O)=O)C1CCCCC1 | / | / | -10 | 3% | / | -1 | / | 1% | / | 7% | 2%
COc1ccc(C(=O)NNC(=O)CSc2nnc(C)n2CC2CCCO2)cc1 (configuration not stated) | -2% | 6% | 6 | 7% | -5% | 4 | 9% | 0% | -3% | 6% | -1%
O=C(CSc1nc(=O)n(CCN2CCOCC2)c2c1CCC2)Nc1ccc(OC(F)(F)F)cc1 | / | / | 10 | ? | -8% | -14 | / | 0% | / | -21% | -1%
N#CC(C#N)=Cc1cccn1-c1ccc(S(N)(=O)=O)cc1 | 1% | ? | -3 | ? | 1% | 12 | -6% | 0% | -1% | 2% | 1%
O=C(Nc1ccccc1C(F)(F)F)c1c(F)cccc1Cl | 3% | 4% | 0 | -3% | -2% | 3 | 0% | 4% | 0% | 0% | 7%
COc1ccc(CCNC(=O)Cn2nnc(-c3ccc(N4CCOCC4)cc3)n2)cc1OC | 0% | -6% | -5 | -3% | 2% | 26 | 0% | -1% | -5% | 14% | 1%
CC(C)C[C@H](NC(=O)c1nc[nH]c1C(=O)NCc1ccccc1)C(=O)OC(C)(C)C | -2% | 0% | -6 | ? | 17% | -2 | ? | 2% | 2% | -6% | -3%
Cc1ccc(CSCC(=O)NN=C2CCN(C)CC2)cc1 | 3% | 1% | -1 | -1% | -2% | 4 | 18% | 1% | 1% | -4% | 2%
O=C(CCc1ccccc1)NCCc1nc2ccccc2[nH]1 | 0% | 3% | 8 | 0% | -6% | -9 | -10% | 0% | -2% | 12% | 6%

# Additional entries follow.
SMILES | GALK inhibitor | MBNL1 CUG block | hERG WT inh | Chronic BCR inh | Mito fusion yeast | TSHR antagonist | Menin-MLL TR inh | USP2a block | PKM2 act | Eya2 phos inh | S-ASM inh
S=c1[nH]nc(CCc2nc3ccccc3[nH]2)n1-c1ccccc1 | 5% | -6% | 3 | 0% | 1% | -3 | -1% | 2% | -11% | -10% | 0%
CCOC(=O)COn1c(SCC(=O)OCC)nc2ccccc2c1=O | -3% | 9% | 0 | / | 2% | / | -21% | / | -3% | / | 1%
CC(C)C(=O)NC(=S)Nc1ccccc1C(=O)NC1CCCCC1 | / | 3%[11.5 µM] | 3 | -1% | -5% | -5 | -12% | 3% | -4% | -6% | 5%
COc1ccc(NC(C)c2cc(Cl)ccc2O)cc1 (configuration not stated) | 0% | -5% | 4 | ? | 0% | 14 | ? | 0% | -2% | -31% | 2%
Cc1ccc(Cl)cc1NC(=O)CN1CCN(S(=O)(=O)N2CCOCC2)CC1 | -1% | 3% | 15 | ? | -13% | / | / | 1% | / | -5% | -3%
COc1ccc(N2CCN(C(=O)CN(c3ccc(Br)cc3)S(C)(=O)=O)CC2)cc1 | -2% | 1% | 4 | 3% | -7% | -6 | 0% | 1% | 0% | 2% | -5%
O=C(CCn1c(=O)oc2ccccc21)NC1=NCCS1 | 1% | -6% | 25 | 7% | -4% | -13 | 1% | 3% | 3% | 3% | -2%
O=C1N/C(=N/Nc2ccccc2)S/C1=C\c1ccccc1 | -3% | 11% | -6 | ? | -5% | 4 | ? | -8% | 2% | -23% | -10%
COc1ccc(-c2cc(C(=O)N3CCN(C(=O)c4ccco4)CC3)[nH]n2)cc1 | -1% | -6% | -8 | 1% | 3% | 32 | / | 2% | / | 2% | -1%
COc1ccc(CSCCc2n[nH]c(=S)n2-c2ccccc2)cc1C | 8% | -14% | 10 | -3% | -2% | 3 | -14% | -2% | 5% | -8% | 1%
CCN(CCCNC(=O)CC(C(=O)N1CCc2ccccc21)n1ccnc1)c1cccc(C)c1 (configuration not stated) | -2% | -3% | 10 | ? | -1% | 30 | 1% | -16% | -13% | -16% | 3%
COc1ccc2c(c1)CCCC21NC(=O)N(CC(=O)NCc2cccs2)C1=O (configuration not stated) | / | / | -2 | 0% | / | 26 | / | -6% | / | -3% | 9%

# Taken from the results shown for reference:
SMILES | GALK inhibitor | MBNL1 CUG block | hERG WT inh | Chronic BCR inh | Mito fusion yeast | TSHR antagonist | Menin-MLL TR inh | USP2a block | PKM2 act | Eya2 phos inh | S-ASM inh
COc1ccc(NC(C)c2cc(Cl)ccc2O)cc1 (configuration not stated) | 0% | -5% | 4 | ? | 0% | 14 | ? | 0% | -2% | -31% | 2%
Cc1ccc(Cl)cc1NC(=O)CN1CCN(S(=O)(=O)N2CCOCC2)CC1 | -1% | 3% | 15 | ? | -13% | / | / | 1% | / | -5% | -3%

# (more compounds)
SMILES	GALK inhibitor	MBNL1 CUG block	hERG WT inh	Chronic BCR inh	Mito fusion yeast	TSHR antagonist	Menin-MLL TR inh	USP2a block	PKM2 act	Eya2 phos inh	S-ASM inh
C=C(C)Cn1c(N)cc(=O)nc1SCC(=O)Nc1cccc(C(F)(F)F)c1	2%	-1%	-15	-3%	-1%	14	-25%	3%	0%	1%	3%
CN1CCN(C(=O)C2=C[C@H](c3ccc4c(c3)OCO4)C[C@H](OCc3ccc(CO)cc3)O2)CC1	0%	-19%	24	2%	5%	-3	-14%	0%	-3%	-3%	-2%
CC(C)NS(=O)(=O)c1ccc(NC(=O)C2CC3C=CC2C3)cc1 (configuration not stated)	-2%	6%	4	-3%	1%	31	1%	0%	3%	3%	-2%
CC(C)(C)C(=O)OCc1nc(-c2ccc(Cl)cc2)cs1	1%	-9%	2	?	-1%	-19	/	5%	2%	?	0%
O=C(Nc1ccc2c(c1)C(=O)OC2)c1ccc(C(F)(F)F)cc1	0%	13%	15	13%	1%	-5	33%[activator]	-1%	5%	8%	-1%
Cc1cccc(NC(=O)/C(C#N)=C/c2cccc([N+](=O)[O-])c2)n1	2%	?	-5	?	3%	-11	40%[activator]	1%	/	5%	0%
c1cncc(-c2nc(-c3cccs3)cs2)c1	2%	?	6	-6%	-5%	-11	-5%	-1%	6%	4%	1%
O=C1c2cc3ccccc3c(-c3ccccc3)c2C(=O)N1c1ccccn1	-3%	?	0	?	6%	1	9%	1%	0%	6%	-3%
N/C(=N\OS(=O)(=O)c1ccc2ccccc2c1)c1cccnc1	-1%	-2%	/	1%	-4%	-6	10%	6%	5%	-3%	7%
Oc1csc(Cc2nc(-c3ccccc3F)cs2)n1	-2%	/	-1	?	1%	9	3%	-11%	-13%	6%	-3%
O=C(c1ccccc1)c1nc2ccccc2[nH]c1=O	0%	?	3	6%	1%	-11	6%	2%	0%	-3%	5%
O=C(COC(=O)c1cc[n+]([O-])cc1)Nc1ccc(Cl)cc1Cl	/	/	-6	-1%	/	-4	/	3%	/	5%	2%

# Looked up one by one from above (2):
SMILES	GALK inhibitor	MBNL1 CUG block	hERG WT inh	Chronic BCR inh	Mito fusion yeast	TSHR antagonist	Menin-MLL TR inh	USP2a block	PKM2 act	Eya2 phos inh	S-ASM inh
O=C(c1ccccc1)c1nc2ccccc2[nH]c1=O	0%	?	3	6%	1%	-11	6%	2%	0%	-3%	5%
c1cncc(-c2nc(-c3cccs3)cs2)c1	2%	?	6	-6%	-5%	-11	-5%	-1%	6%	4%	1%

# Compound activity: PubChem BioAssay, National Center for Advancing Translational Sciences (NCATS)

# These rows are one share of the data; the hit share may differ from the screen's.
